L3MBTL1 block = blocks human L3MBTL1 | AlphaScreen L3MBTL1–H3K9me1 peptide binding | Q9Y468 | Potency, µM (top dose mostly 57.1 µM), without a hit: top-dose activity, negative = inhibition, most hits filed as inhibitors | 230,000 compounds, 0.66% hits; active = well fitted inhibition curve with a large enough effect; inconclusive = small, poorly fitted or top-dose-only effect; inactive = no such curve, though single readings can be large or run the other way; also: nearly all actives have a fitted effect of over 60% in size
Target sequence (Q9Y468 whole entry, looked up): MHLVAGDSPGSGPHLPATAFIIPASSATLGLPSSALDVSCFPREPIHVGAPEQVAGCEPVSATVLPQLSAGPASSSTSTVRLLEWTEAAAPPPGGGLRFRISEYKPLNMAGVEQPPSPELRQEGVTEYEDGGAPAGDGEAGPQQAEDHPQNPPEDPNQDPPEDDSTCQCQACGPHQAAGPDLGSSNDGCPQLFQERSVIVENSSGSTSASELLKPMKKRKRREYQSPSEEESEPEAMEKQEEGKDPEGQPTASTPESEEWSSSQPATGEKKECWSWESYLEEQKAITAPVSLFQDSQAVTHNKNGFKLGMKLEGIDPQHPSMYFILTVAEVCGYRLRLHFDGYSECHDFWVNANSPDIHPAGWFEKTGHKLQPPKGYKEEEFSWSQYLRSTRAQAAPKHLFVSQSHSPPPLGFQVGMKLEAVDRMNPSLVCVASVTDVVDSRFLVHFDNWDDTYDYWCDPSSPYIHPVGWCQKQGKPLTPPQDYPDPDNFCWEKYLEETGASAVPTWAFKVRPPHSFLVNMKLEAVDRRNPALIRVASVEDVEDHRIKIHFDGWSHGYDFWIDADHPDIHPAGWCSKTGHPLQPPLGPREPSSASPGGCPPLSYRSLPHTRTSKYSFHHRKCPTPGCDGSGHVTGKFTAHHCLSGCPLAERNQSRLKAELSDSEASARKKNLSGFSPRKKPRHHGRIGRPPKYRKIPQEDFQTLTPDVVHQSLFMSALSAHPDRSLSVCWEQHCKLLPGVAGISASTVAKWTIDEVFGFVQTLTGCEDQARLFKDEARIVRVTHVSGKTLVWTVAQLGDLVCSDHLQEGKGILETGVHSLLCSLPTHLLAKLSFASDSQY
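L3MBTL1 (50 nM) pre-complexed 30 min with biotinylated H3(1-15)K9me1 peptide (75 nM), then compounds added for 30 min at room temperature; AlphaScreen streptavidin donor/nickel chelate acceptor beads (10 ug/mL final) read after 30 min dark incubation.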
* hit, by the source's call; ? = inconclusive; [ ] = remark or other dose. % is scaled to controls: 0 for no effect and ±100 for the full control effect; potency is read from the fitted curve at half-maximal effect.

L3MBTL1 block,molecule
1.2%,COc1ccccc1OCc1ccc(C(=O)Nc2ccccc2)cc1
-0.6%,COC(=O)c1c(NC(=O)Cc2ccc(OC)c(S(=O)(=O)N3CCOCC3)c2)sc(C)c1C
2.1%,CC(=NNC(=O)c1cc(C)nc2ccccc12)c1ccc(N2CCOCC2)cc1
12.5%,O=C(COC(=O)CCC1CCCC1)Nc1ccc(F)cc1
0.2%,CC1CN(C(=O)CSc2nnc(-c3cccs3)n2N)CC(C)O1 (centres undefined)
3.0%,CC(C)(C)N(Cc1ccccc1)C(=O)c1cccs1
-0.7%,O=C(COc1ccc2ccc(=O)oc2c1)Nc1cc([N+](=O)[O-])ccc1F
7.3%,CCN(CC)C(=O)CSc1nc(O)c(Cc2ccc(OC)cc2)c(=O)[nH]1
-1.1%,COCC(C)n1c(SCC(=O)Nc2sccc2C(N)=O)nc2ccccc2c1=O (centres undefined)
-6.2%,O=C1COc2ccc(C(=O)COC(=O)CNS(=O)(=O)c3cccc(F)c3)cc2N1
-1.7%,N#CCC(=O)Nc1ccc(C(=O)NNC(=S)NC2CC2)cc1
-5.8%,CN1CCN(S(=O)(=O)c2cccc(C(=O)Oc3cccc(C#N)c3)c2)CC1
22.4%,Cc1noc(C)c1C(=O)Nc1ccccc1N1CCCC1
0.5%,CC(CC(=O)Nc1nnc(CC(C)(C)C)s1)c1ccccc1 (centres undefined)
8.1%,CC1CCCCC12NC(=O)N(CC(=O)Nc1ccc(Cl)c(S(=O)(=O)N3CCOCC3)c1)C2=O (centres undefined)
-5.4%[2.29 µM],Cc1ccccc1CN1CCN(C(=O)CC(C)C)CC1

7 compounds drawn at random from those above:
L3MBTL1 block,molecule
-1.1%,COCC(C)n1c(SCC(=O)Nc2sccc2C(N)=O)nc2ccccc2c1=O (centres undefined)
-5.8%,CN1CCN(S(=O)(=O)c2cccc(C(=O)Oc3cccc(C#N)c3)c2)CC1
-1.7%,N#CCC(=O)Nc1ccc(C(=O)NNC(=S)NC2CC2)cc1
22.4%,Cc1noc(C)c1C(=O)Nc1ccccc1N1CCCC1
-6.2%,O=C1COc2ccc(C(=O)COC(=O)CNS(=O)(=O)c3cccc(F)c3)cc2N1
8.1%,CC1CCCCC12NC(=O)N(CC(=O)Nc1ccc(Cl)c(S(=O)(=O)N3CCOCC3)c1)C2=O (centres undefined)
-5.4%[2.29 µM],Cc1ccccc1CN1CCN(C(=O)CC(C)C)CC1

Other compounds follow:
L3MBTL1 block,molecule
-1.5%,CCN(CC)CCNC(=O)c1ccc(NC(=O)c2cccc(-n3cnnn3)c2)cc1
-6.7%,OC(C#CCN1CCCCC1)(c1ccccc1)c1ccccc1
?,CC(=O)OCC1=C(C(=O)O)N2C(=O)C(NC(=O)CC(C)c3ccccc3)C2SC1 (centres undefined)
4.1%,CCN(C(=O)COC(=O)CCC1CCCC1)c1c(N)n(Cc2ccccc2)c(=O)[nH]c1=O
-4.7%,COc1ccc(CNC(=O)C[C@H]2C[C@H](C(=O)N3CCOCC3)[C@@]3(CCC4CCCC4)c4[nH]c5cc(CCC(=O)N(C)C)ccc5c4CCN3C2=O)cc1OC
1.1%,COC(=O)CN1C(=O)[C@H]2[C@@H](/C=C/c3ccccc3)N3C(=O)CN(Cc4ccccn4)C(=O)[C@@]3(Cc3ccccc3)[C@H]2C1=O
-0.8%,C[C@H](CO)N1C[C@H](C)[C@@H](CN(C)C)Oc2c(NC(=O)C3CC3)cccc2C1=O
5.8%,COc1ccc(C(=O)COC(=O)c2c(C)noc2C)cc1Cl
9.7%,COc1ccc2oc(C(=O)N(C)Cc3ccc4c(c3)OCCO4)c(C)c2c1
2.7%,COc1ccc(C(=O)NCCNc2nc3ccc(C)cc3cc2C#N)cc1
8.3%,NC(=O)C[C@H](NC(=O)c1ccc(Cl)cc1)C(=O)OCc1ccccc1
-4.1%,Cc1onc(-c2c(F)cccc2Cl)c1C(=O)N(C)CC(=O)Nc1cccc(F)c1
-1.1%,Cc1ccc(S(=O)(=O)N2CCN(C(=O)COC(=O)c3ccccc3Cl)CC2)c(C)c1
1.0%,COc1ccc2sc(-c3ccc(S(C)(=O)=O)cc3)c(-c3ccc(SC)cc3)c2c1
10.2%,CC(C)N(Cc1ccccc1)C(=O)COC(=O)c1cnc(Cl)c(Cl)c1
4.4%,CCc1ccc(CN2CCSCC2)cc1
1.3%,CC(=O)N1CCN(c2ccc(NC(=O)c3ccc(Cl)cc3)cc2)CC1
?,Cc1ccc(C2CC(c3cccs3)=NN2C(=O)CSc2nc(=O)n3cc(C)ccc3n2)cc1 (centres undefined)
?,Oc1ccc(Cl)cc1N=Nc1ccccc1
0.2%,Cc1cc(C)c(NC(=O)CNC(=O)c2ccccc2SCC(=O)N2CCCC2)c(C)c1
-1.5%,O=C(c1ccc(NS(=O)(=O)c2ccc(F)cc2)cc1)N1CCCCC1
1.2%,CCCCOC(=O)C1=C(C)NC(=O)NC1c1cc2c(cc1Br)OCO2 (centres undefined)
7.2%,Cc1ccccc1-c1cc2nc(C)c(C)c(=O)n2[nH]1
6.4%,O=S(=O)(Nc1ccc2c(c1)OCO2)c1ccc(F)c(F)c1
-8.7%,CN(CCc1ccccc1)c1ccc([N+](=O)[O-])cn1
-2.0%,O=C(COC(=O)c1cc(S(=O)(=O)N2CCOCC2)ccc1Cl)NC1CC1
5.7%,CC(C)C(NC(=O)c1ccccc1)C(=O)NC1CCCc2ccccc21 (centres undefined)
-6.6%,O=C(CCNS(=O)(=O)c1cccc(C(F)(F)F)c1)NC1CC1
-2.9%,O=C(Cc1cccs1)NCCc1ccc(F)cc1
-3.6%,CSc1nc(N)nc2c1ncn2CC(=O)NCc1ccc2c(c1)OCO2
-1.7%,COc1cccc(C(=O)N(C)CC(=O)Nc2cccc3ccccc23)c1
-0.7%,COc1ccc(NC(=O)COC(=O)c2ccc(-n3cnnn3)cc2)c([N+](=O)[O-])c1
9.0%,CN(C(=O)C1CCN(S(=O)(=O)c2ccccc2[N+](=O)[O-])CC1)C1CCCCC1
-0.6%,CSc1ccc(CN(C)C(=O)c2ccc(S(=O)(=O)Nc3ccccc3)cc2)cc1
-11.7%,Cn1c2cc([N+](=O)[O-])sc2c2cnn(Cc3ccccc3F)c(=O)c21
-1.5%,CC(C)(C)c1ccc(-c2cc(-c3ccccc3O)[nH]n2)cc1
-8.4%,Cc1cc(O)c(Sc2ncn[nH]2)cc1NS(=O)(=O)c1ccc(Cl)cc1
-0.1%,CC(=O)Nc1nc(-c2ccccc2)cc(-c2ccco2)c1C#N
3.0%,Cc1ccc(N(CCC#N)C(=O)COC(=O)C2=COCCO2)cc1
5.3%,Nc1ncnc2c1ncn2[C@@H]1O[C@H](CNS(=O)(=O)c2ccc(-c3ccno3)s2)[C@@H](O)[C@H]1O
1.2%,CCOc1ccc(Nc2nc(N3CCOCC3)nc(N3CCOCC3)n2)cc1
1.2%,CSc1ccccc1NC(=O)CN(C)C(=O)c1ccc(NC(=O)c2cccs2)cc1
6.8%,CCOC(=O)COc1ccc(S(=O)(=O)NC2CC2)cc1
4.7%,O=C(c1cccc(S(=O)(=O)Nc2ccc(F)cc2)c1)N1CCCC1
-4.2%,COc1cccc2sc3cc(NCc4ccc5c(c4)OCO5)ccc3c(=O)c12
28.8%,Cc1nc(SCC(=O)Nc2nccs2)c(C#N)c(C)c1C
-4.4%,CC(C)(C)OC(=O)N[C@@H](C(=O)OC(C)(C)C)c1ccc2c(c1)OCO2
10.4%,Cc1ccccc1C(=O)NCC(=O)OC(C)C(=O)Nc1ccnn1C(C)C (centres undefined)

Sorted by value in L3MBTL1 block (ascending): three of the compounds above.
| SMILES | L3MBTL1 block |
| --- | --- |
| O=C(COC(=O)c1cc(S(=O)(=O)N2CCOCC2)ccc1Cl)NC1CC1 | -2.0% |
| CSc1ccc(CN(C)C(=O)c2ccc(S(=O)(=O)Nc3ccccc3)cc2)cc1 | -0.6% |
| CSc1ccccc1NC(=O)CN(C)C(=O)c1ccc(NC(=O)c2cccs2)cc1 | 1.2% |

Carrying on.
L3MBTL1 block,molecule
8.1%,O=C1[C@H]2[C@@H](C3CC3)N3C(=O)CN(Cc4ccccn4)C(=O)[C@@]3(Cc3ccccc3)[C@H]2C(=O)N1c1ccccc1
21.3%,O=S1(=O)c2ccc(Br)cc2OC(COCc2ccccc2)CN1Cc1ccccc1 (centres undefined)
-7.5%,O=C(/C=C/c1ccccc1)NCCS(=O)(=O)N1CCN(c2ccc(F)cc2)CC1
8.5%,Cc1cccc(Cn2nnc3ccccc32)c1O
34.5%[activator][2.29 µM],C=CCNC(=S)N1CCN(Cc2ccc3c(c2)OCO3)CC1
-5.2%,CC(=O)N1CCN(C(=O)c2ccc(-c3ccccc3Cl)o2)CC1
-0.9%,COc1ccc(NC(=O)CN(C)C(=O)c2cccc(S(=O)(=O)N3CC4(C)CC3CC(C)(C)C4)c2)cc1 (centres undefined)
-7.8%,O=C(/C=C/c1ccccc1Cl)OCC(=O)c1ccc[nH]1
3.7%,COc1ccc(NC(=O)C2=CN3CCS(=O)(=O)N=C3C=C2)c(OC)c1
3.2%,O=C(/C=C/c1ccc([N+](=O)[O-])cc1)c1ccco1
2.5%,O=C(COC(=O)C1=COCCO1)Nc1ccc(F)cc1
-3.7%,COc1ccccc1OCCNC(=O)c1cccc(S(=O)(=O)NCc2ccccc2)c1
-1.4%,CSCCC(NS(=O)(=O)c1ccc2c(c1)OCCO2)C(=O)N(C)Cc1ccccc1F (centres undefined)
-2.9%,O=C(Nc1ccc(CN2CCOCC2)cc1)c1ccc(F)cc1
-2.9%,CCOc1ccc(S(=O)(=O)NCCC(=O)N2CCN(c3ccccc3O)CC2)cc1
-7.6%,CCOC(=O)C1CCN(C(=O)COC(=O)/C=C/c2cccc(OC)c2OC)CC1
-1.1%,ON=C1c2cc(OCCN3CCCCC3)ccc2-c2ccc(OCCN3CCCCC3)cc21
2.1%,COc1ccc(-c2c(-c3ccsc3)oc(=O)c3cc(OC)c(OC)cc23)cc1
-0.1%,CCC1CCc2c(sc(NC(=O)c3cnccn3)c2C(N)=O)C1 (centres undefined)
-0.9%,Cc1c(C(C)CCCO)oc(=O)c2c1Oc1c(C)c(C(C)C[C@H](C)O)oc(=O)c1C2 (some centres undefined)
-17.1%,CCOc1ccccc1N1CCN(Cc2cc3c(cc2[N+](=O)[O-])OCO3)CC1
6.2%,O=C(NNC(=O)c1cc(-c2ccncc2)nc2ccccc12)c1ccccc1O
-0.8%,O=C(COC(=O)c1ccc(O)cc1O)NNC(=O)c1cccs1
1.3%,COc1ccccc1-n1ccnc(SCC(=O)NCCc2ccccc2)c1=O
-8.0%,O=C(COC(=O)c1ccccc1C(F)(F)F)NC(=O)NCc1ccco1
1.0%,Cc1csc(=O)n1CC(=O)OCc1nnc(-c2ccccc2)o1
-4.4%,CN(C)S(=O)(=O)c1ccc(N2CCCC2)c(C(=O)NC2CCC(O)CC2)c1 (centres undefined)
-1.1%,CSc1ncccc1C(=O)OCC(=O)N1CCCC1
21.9%,Cc1ccc(S(=O)(=O)NC(CC(=O)O)c2ccc(F)cc2)cc1 (centres undefined)
28.6%[2.29 µM],CC(c1ccccc1)C(CC(=O)O)C(=O)Nc1ccc(Cl)c(Cl)c1 (centres undefined)
5.8%,CC(C)C(=O)N[C@@H]1c2ccccc2CC[C@@H]1OCc1ccccc1
19.9%,COCCN(C(=O)c1snc(C(N)=O)c1N)C(C(=O)NC1CCCCC1)c1ccc(F)cc1 (centres undefined)
10.0%,O=c1cc(CN2CCN(S(=O)(=O)c3ccccc3)CC2)nc2ccc(Cl)cn12
9.0%,CCN(CC)S(=O)(=O)c1ccc(N2CC(C(=O)NCCc3ccc(Cl)cc3)CC2=O)cc1 (centres undefined)
1.6%,O=C(COC(=O)CNC(=O)c1ccc(Cl)c([N+](=O)[O-])c1)NNC(=O)c1ccccc1F
28.1%,CSCc1cccc(C(=O)OC(C)C(=O)Nc2c(C)n(C)n(-c3ccccc3)c2=O)c1 (centres undefined)
6.3%,CCCN(C(=O)COC(=O)CC1CCCCC1)c1c(N)n(Cc2ccccc2)c(=O)[nH]c1=O
-2.8%,CC1CN(CCOc2cccc(Oc3ccccc3)c2)CC(C)O1 (centres undefined)
8.5%,O=C(NCCC1CCCCN1S(=O)(=O)c1ccccc1)C(=O)NC1CCCC1 (centres undefined)
-3.9%,COc1ccc(S(=O)(=O)N2CCc3ccccc32)cc1C(=O)N1CCOCC1
8.3%,O=C(COC(=O)COc1cccc(C(F)(F)F)c1)NC1CCS(=O)(=O)C1 (centres undefined)
16.4%,CN(c1ccccc1)S(=O)(=O)c1ccccc1Br
2.4%,O=C(NCCC(=O)N1CCN(Cc2c(F)cccc2Cl)CC1)c1ccc(Cl)cc1
45.5%[activator],CCOC(=O)c1ccccc1NC(=O)COC(=O)CCC1CCCC1
-2.0%,O=C(COC(=O)c1cccc(O)c1)Nc1nnc(-c2ccccc2)o1
0.0%,O=c1oc(CCCO)cc2ccc(/C=C/c3cccc([N+](=O)[O-])c3)cc12
5.2%,Cc1cccc(CCN2C(N(C)C)=NC[C@@H]2C)c1
-18.2%,NC(=O)CC(NC(=O)Cc1ccc(Cl)cc1)c1ccc(NC2CCN(Cc3ccccc3)CC2)c([N+](=O)[O-])c1 (centres undefined)
-1.1%,CS(=O)(=O)c1ccc(Cl)c(C(=O)Nc2ccc3nc(N4CCOCC4)sc3c2)c1
-1.3%,Cc1csc(=O)n1CC(=O)OC(C)C(=O)Nc1ccc(F)c(F)c1F (centres undefined)
4.6%,CC(C)(C)OC(=O)C[C@H]1C/C=C\C[C@H](CC(=O)NCCO)C(=O)NC[C@@H](c2ccccc2)OC1=O
6.4%,COc1cc(C)ccc1OCC(=O)Nc1nnc(C2CC2)s1
6.3%,COc1ccccc1/C=C/c1onc(C)c1S(=O)(=O)N1CCC(C(=O)NC(C)C)CC1
0.5%,Cc1ccc(S(=O)(=O)N2[C@@H](c3ccc4c(c3)OCO4)C(C(=O)O)=C[C@H]2C(C)(C)C)cc1
3.2%,Cc1noc(C)c1CSCC(=O)Nc1cc(S(C)(=O)=O)ccc1Cl

Screening data (PubChem BioAssay)

These rows are one share of the data (hit frequency here may not be typical).
